Assay outcomes from PubChem.
MLL CXXC-DNA inh = qHTS Fluorescence Polarization Assay for Inhibitors of MLL CXXC domain - DNA interaction. MLL-CXXC / FITC-HOXA9 DNA fluorescence polarization. Potency, µM (titrated, usually from 115 µM), for inactives: at the top dose activity change, negative = inhibition, hits mostly inhibitors. AID 2662, 2010. 290,000 compounds, 0.037% hits; active means well fitted inhibition curve with a large enough effect in the polarisation, with a control signal flat, not every such curve was filed as active; inconclusive means small, poorly fitted or top-dose-only effect, or effect the other way, or a change in a side signal; inactive means no such curve, though single readings can be large or run the other way; the % refers to the polarisation
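Steps: dispense CXXC domain solution (7 uM) → pin compounds or unlabeled HOX-A9 DNA control → 5 min ambient → add FLSN-HOX-A9 solution (50 nM) → spin → 30 min ambient → fluorescence polarization. Tris pH 7.5/NaCl/DTT/BSA buffer.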
p53 reactivation = qHTS assay for re-activators of p53 using a Luc reporter | H1299 p53-A138V BP100-luciferase reporter, luminescence, 24 h | Potency, µM (series often up to 92.2 µM), for the others: top-dose activity change, positive = activation, most hits filed as activators | 320,000 compounds, 0.063% hits; further: % of control where 0% means no effect; nearly all actives have a fitted effect of over 45% in size
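p53-null H1299 cells stably carrying temperature-sensitive p53-A138V and a BP100-luciferase reporter were pinned with compounds (4-point, 1:5 series) and held 24 hrs at 37 deg C. Luminescence was read 10 min after detection reagent.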
RORg inh = qHTS for inhibitors of ROR gamma transcriptional activity. Nuclear receptor ROR-gamma (Mus musculus), P51450. 310,000 compounds, 5.4% hits. Drosophila S2 Gal4-RORgamma UAS-luciferase reporter, 20 h. Potency, µM (top dose mostly 53.6 µM), for inactives: at the highest dose activity change, negative = inhibition, most hits filed as inhibitors; further: on the % scale 0 is the no-effect control and ±100 the full control effect; nearly all actives have a fitted effect of over 60% in size
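Compounds are pin-transferred onto Drosophila Schneider cells expressing a copper-inducible Gal4–ROR gamma transactivation domain fusion. After 1 hr, copper sulfate is added to 700 uM final; luciferase is read 20 hr later.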
Rab9 prom act = qHTS Assay for Rab9 Promoter Activators. 320,000 compounds, 2.8% hits. Huh7 Rab9 promoter-luciferase reporter, luminescence, 24 h. Potency, µM (doses to about 9.22 µM), for inactives: at the highest dose activation, negative = inhibition, hits mostly activators; further: % of control where 0% means no effect; nearly all actives have a fitted effect of over 60% in size
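Cells were plated at 1500 per well in reduced-serum medium with 10% FBS and left 2 h. Compound in DMSO was then added for 24 h at 37 °C. Reporter signal was read by luminescence after 10 min with luciferase detection reagent.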
MBNL1-CUG inh = qHTS Assay for Inhibitors of MBNL1-poly(CUG) RNA binding | 280,000 compounds, 0.036% hits | AID 2675, 2010 | Muscleblind-like protein 1 (Homo sapiens), Q9NR56 | Potency, µM (top dose mostly 57.5 µM), for the others: at the top dose activity change, negative = inhibition, hits mostly inhibitors | TR-FRET MBNL1-His/biotin-(CUG)12 binding, 665/545 ratio; active means well fitted inhibition curve with a large enough effect in the signal ratio, with a control signal flat, not every such curve was filed as active; inconclusive means small, poorly fitted or top-dose-only effect, or effect the other way, or a change in a side signal; inactive means no such curve, though single readings can be large or run the other way; the % refers to the signal ratio; further: on the % scale 0 is the no-effect control and ±100 the full control effect
Target sequence (Q9NR56 whole entry, looked up): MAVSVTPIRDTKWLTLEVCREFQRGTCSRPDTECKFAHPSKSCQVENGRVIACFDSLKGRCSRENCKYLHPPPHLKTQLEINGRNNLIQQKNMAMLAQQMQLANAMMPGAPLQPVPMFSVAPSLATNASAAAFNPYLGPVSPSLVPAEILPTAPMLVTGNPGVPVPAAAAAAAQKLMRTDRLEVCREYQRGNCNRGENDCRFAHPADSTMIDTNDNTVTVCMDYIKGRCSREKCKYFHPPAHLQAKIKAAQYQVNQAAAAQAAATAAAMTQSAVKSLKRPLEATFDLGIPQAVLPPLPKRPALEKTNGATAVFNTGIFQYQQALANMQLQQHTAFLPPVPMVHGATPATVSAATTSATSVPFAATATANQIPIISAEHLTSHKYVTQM
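His-tagged MBNL1 binding to biotinylated (CUG)12 RNA was measured by TR-FRET using terbium anti-His antibody (0.055 ng/ul final) and streptavidin-XL665 (5 nM final). Compounds were titrated 92 nM to 58 uM; 60 min at room temperature.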
uPA surface inh = qHTS for Inhibitors of Cell Surface uPA Generation; cell surface uPA generation assay, qHTS; Potency, µM (titrated, usually from 38.3 µM), for inactives: at the highest dose activity change, negative = inhibition, hits mostly inhibitors; 330,000 compounds, 0.31% hits; active means well fitted inhibition curve with a large enough effect; inconclusive means small, poorly fitted or top-dose-only effect; inactive means no such curve, though single readings can be large or run the other way; tested in mouse RAW 264.7 cells; further: on the % scale 0 is the no-effect control and ±100 the full control effect; nearly all actives have a fitted effect of over 55% in size
ELG1 genotoxic = qHTS screen for small molecules that induce genotoxicity in human embryonic kidney (HEK293T) cells expressing luciferase-tagged ELG1; HEK293T ELG1-luciferase reporter, luminescence, 16 h; Potency, µM (titrated, usually from 46 µM), without a hit: at the top dose activity change, positive = activation, usual class: activators; 330,000 compounds, 1.3% hits; AID 504466, 2011; further: % of control where 0% means no effect; nearly all actives have a fitted effect of over 60% in size
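Reporter readout depends on ELG1 protein level, which increases with genetic stress. After 16 hr compound exposure at 37 °C, luciferase activity was quantified using ONE-Glo.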
NPC1 prom act = qHTS Assay for NPC1 Promoter Activators; Huh7 NPC1 promoter luciferase reporter, 24 h; 320,000 compounds, 2.4% hits; Potency, µM (series often up to 9.22 µM), for inactives: top-dose activation, actives largely listed as activators;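 further: % of control where 0% means no effect; nearly all actives have a fitted effect of over 60% in size; reporter is driven by a mutant NPC1 promoter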
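NPC1 promoter–luciferase Huh7 cells; 24 h compound; luminescence.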
BRCA1 expr act = qHTS Assay to Identify Small Molecule Activators of BRCA1 Expression; 380,000 compounds, 1.1% hits; Potency, µM (series often up to 46.1 µM), without a hit: at the top dose activation, most hits filed as activators; MCF7-BRCA1-FFLuc reporter, luminescence, 48 h; response scale: scaled: vehicle 0%, 10 µM genistein 100%; AID 624202, 2012; further: nearly all actives have a fitted effect of over 80% in size; some results filed as inactive show a strong effect at the top dose
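Compounds are tested at multiple concentrations on MCF7 BRCA1-luciferase reporter cells seeded at 2000 per well; after 48 h, a single luminescence end-point is taken and curves fitted to the normalized data.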
FLuc counter = qHTS profiling assay for firefly luciferase inhibitor/activator using purifed enzyme and Km concentrations of substrates (counterscreen for miR-21 project); AID 588342, 2011; 360,000 compounds, 6.9% hits; Potency, µM (series often up to 57.5 µM), without a hit: top-dose activity change, negative = inhibition, most hits filed as inhibitors; Luciferin 4-monooxygenase (Photinus pyralis), P08659; purified FLuc, Km substrates, luminescence inhibition;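 further: plate controls were vehicle for no effect and reference inhibitor for full effect; nearly all actives have a fitted effect of over 55% in size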
Target sequence (P08659 whole entry, looked up): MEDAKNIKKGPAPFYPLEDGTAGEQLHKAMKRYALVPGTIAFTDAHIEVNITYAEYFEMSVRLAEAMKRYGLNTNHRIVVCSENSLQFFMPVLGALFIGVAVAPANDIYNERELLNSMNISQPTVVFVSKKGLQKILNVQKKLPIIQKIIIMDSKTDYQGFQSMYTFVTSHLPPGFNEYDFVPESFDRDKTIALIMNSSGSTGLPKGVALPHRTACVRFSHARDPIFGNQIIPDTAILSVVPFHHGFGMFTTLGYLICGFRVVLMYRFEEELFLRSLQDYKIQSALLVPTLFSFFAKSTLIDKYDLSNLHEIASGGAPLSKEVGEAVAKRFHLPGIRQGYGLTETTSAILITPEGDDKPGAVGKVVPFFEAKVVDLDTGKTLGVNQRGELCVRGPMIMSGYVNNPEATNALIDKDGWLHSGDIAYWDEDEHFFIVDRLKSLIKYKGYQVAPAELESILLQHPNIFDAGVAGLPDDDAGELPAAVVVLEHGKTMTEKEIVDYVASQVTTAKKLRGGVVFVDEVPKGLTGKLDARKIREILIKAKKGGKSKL
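Purified P. pyralis luciferase (10nM final) with 10uM D-luciferin and 10uM ATP (Km levels) in 50mM Tris acetate pH 7.5, 10mM Mg acetate, 0.01% Tween-20, 0.05% BSA; qHTS 6-point titration, ~60 µM downward; luminescence read.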
VP16 counter = VP16 counterscreen qHTS for inhibitors of ROR gamma transcriptional activity; 310,000 compounds, 3.5% hits; AID 2546, 2010; Potency, µM (highest dose often 53.6 µM), without a hit: top-dose activity, negative = inhibition, hits mostly inhibitors; Drosophila S2 Gal4-VP16 UAS-luciferase, luminescence, 20 h;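 further: Gal4-VP16 expression switched on by copper sulfate through the metallothionein promoter; on the % scale 0 is the no-effect control and ±100 the full control effect; nearly all actives have a fitted effect of over 50% in size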
Starred values were filed as active, the others as inactive; u = inconclusive; x = not tested or not shown; [ ] = another dose, or the depositor's remark. Unless noted, the call rests on the fitted dose curve; in most records, active means well fitted curve in the direction sought with a large enough effect; inconclusive means small, poorly fitted or top-dose-only effect, or another doubt; inactive means no such curve, though single readings can be large; an effect the other way counts as inactive or inconclusive. Potency means the concentration at half of the fitted maximal effect. Only part of the results is shown; rates above refer to the full screens.

1. COC1CCCN(C(=O)c2ccc(OC3CCN(CCc4ccccc4)CC3)cc2)C1 (configuration not stated)
2. CCCCOc1cc(C)nc(NCc2ccccc2)n1
3. CC(=O)NC(Cc1c[nH]c2ccccc12)C(=O)OCC(=O)Nc1cc(C)on1 (configuration not stated)
4. Clc1ccccc1/C=C/c1nc(-c2cccnc2)no1
5. O=C(Cn1ncc2c3ccccc3n(Cc3cccc(Cl)c3)c2c1=O)NCc1ccccn1
6. Nc1ccc(Nc2nc(-c3ccncc3)cs2)cc1
7. COc1cccc(N2CCN(C(=O)Nc3ccccc3Cl)CC2)c1
8. COc1cc(-c2cn[nH]c2N)cc(OC)c1OC

screen / no.	1	2	3	4	5	6	7	8
MLL CXXC-DNA inh	-8%	-1%	-4%	1%	57%[activator]	-9%	36%[activator]	10%
p53 reactivation	-5%	-4%	5%	24%	-8%	u	-4%	-1%
RORg inh	5%	u	-37%	2µM*	u	u	12%	-30%
Rab9 prom act	-6%	-1%	-5%	0.63µM*	-2%	u	-4%	0%
MBNL1-CUG inh	-4%	-4%	u	16%	-2%	u	-2%	8%
uPA surface inh	1%	-2%	1%	-17%	-11%	-18%	-2%	x
ELG1 genotoxic	1%	-1%	-1%	u	6%	u	-2%	u
NPC1 prom act	-4%	-7%	2%	1.3µM*	0%	u	0%	0%
BRCA1 expr act	-12%	-42%	-22%	u	2%	1%	20%	-51%
FLuc counter	-2%	-3%	-1%	1.7µM*	0%	4.8µM*	5%	6%
VP16 counter	3%	-11%	20%	0%	u	u	-4%	2%

9. COc1ccc(NS(=O)(=O)c2ccc3oc(=S)[nH]c3c2)cc1
10. CNc1oc(C)nc1S(=O)(=O)c1ccccc1
11. Cc1cc(OCC(O)CN2CCCC2)ccc1C(C)C (configuration not stated)
12. COc1ccc(-n2nc3c(c2NC(=O)Cc2cccc(C)c2)CS(=O)C3)cc1 (configuration not stated)
13. CCn1c(CSCc2c(Cl)cccc2Cl)n[nH]c1=S
14. C=C(C)COc1ccc(-c2nc(N)ncc2-c2ccc(Br)cc2)c(O)c1
15. COc1ccc(-c2cc(C)no2)cc1S(=O)(=O)N1CCCCC1
16. S=C(NC1CCCCC1)N1CCn2cccc2C1c1ccncc1 (configuration not stated)

screen / no.	9	10	11	12	13	14	15	16
MLL CXXC-DNA inh	0%	6%	-2%	0%	11%	u	0%	6%
p53 reactivation	2%	-1%	6%	0%	-3%	-18%	-5%	2%
RORg inh	0%	u	-18%	7%	3.2µM*	10%	-11%	-25%
Rab9 prom act	0%	-5%	-1%	2%	-4%	-2%	4%	-1%
MBNL1-CUG inh	-4%	-5%	-1%	10%	-12%	7%	-2%	12%
uPA surface inh	-3%	1%	-14%	-24%	-6%	1%	-9%	1%
ELG1 genotoxic	-3%	3%	-4%	0%	0%	-3%	0%[9.26 µM]	8%
NPC1 prom act	0%	-5%	5%	-2%	-9%	1%	-3%	-3%
BRCA1 expr act	-19%	-21%	-13%	0%	1%	-81%	-6%	2%
FLuc counter	-4%	6%	-3%	1%	u	1%	-1%	-14%
VP16 counter	-1%	3%	-5%	2%	u	-7%	-2%	-6%

17. COC(=O)c1c(NC(=O)c2ccn(C)n2)sc2c1CCC2
18. CCCCNC(=O)NCC(=O)Nc1ccc(F)c(F)c1
19. COc1ccc(NC(=O)CN(c2ccc(OC)cc2)S(=O)(=O)c2c(C)nn(C)c2C)cc1
20. Cc1nc2ccccc2c(C)c1CC(=O)OC(C)C(=O)NC1(C#N)CCCCC1 (configuration not stated)
21. COC(=O)[C@@H](Cc1c[nH]c2ccccc12)NC(=O)c1ccc2c(c1)OCO2
22. Cc1cc(C(=O)Nc2ccc(S(=O)(=O)Nc3nccs3)cc2)c(C)o1
23. CCOC(=O)CNC(c1ccccc1)c1cc(Br)ccc1NC(C)=O (configuration not stated)
24. COC(=O)c1ccc(C)c(NC(=O)COC(=O)C2CC3CCCC(C2)C3=O)c1 (configuration not stated)

screen / no.	17	18	19	20	21	22	23	24
MLL CXXC-DNA inh	u	2%	-10%	x	-2%	9%	3%	x
p53 reactivation	16%	-2%	3%	-6%	8%	15%	-4%	11%
RORg inh	2%	-1%	12%	x	8.9µM*	7%	-21%	x
Rab9 prom act	u	-3%	-3%	3%	3%	13%	-15%	-1%
MBNL1-CUG inh	9%	1%	-5%	x	-6%	1%	-2%	x
uPA surface inh	-5%	4%	-3%	3%	5%	x	-4%	5%
ELG1 genotoxic	7%	3%	1%	-2%	u	16%	-9%	-3%
NPC1 prom act	23%	-1%	-3%	-6%	1%	3%	7%	0%
BRCA1 expr act	30%	3%	4%	-10%	3.5µM*	10%	-36%	0%
FLuc counter	u	1%	5%	5%	0.48µM*	u	2%	-5%
VP16 counter	18%	5%	3%	x	u	-9%	2%	x

25. CC(=S)/C=C1\Sc2ccccc2N1C
26. O=C(Nc1ccc(Cl)cn1)c1cc2ccccc2o1
27. CC(=O)NCCn1c(C)cc2ccccc21
28. O=C(c1cccs1)N1CCCC(c2nc3c(nnn3Cc3ccccc3)c(=O)[nH]2)C1 (configuration not stated)
29. O=C(COC(=O)c1ccc(N2CCCC2=O)cc1)Nc1ccccc1
30. Cc1ccccc1C(=O)Nc1cccc(NC(=S)NC(=O)c2cccs2)c1
31. COc1ccc(-c2c(C)nn3c(N4CCN(Cc5ccccc5)CC4)cc(C)nc23)cc1OC
32. COc1ccc(C(=O)OC2CCCCC2CN(C)C)cc1 (configuration not stated)

screen / no.	25	26	27	28	29	30	31	32
MLL CXXC-DNA inh	-3%	2%	4%	25%	x	-5%	-6%	6%
p53 reactivation	25%	u	0%	-4%	-2%	3%	-13%	-5%
RORg inh	5µM*	-29%	-6%	10%	x	u	18%	-2%
Rab9 prom act	-7%	1.8µM*	-5%	-5%	-4%	0%	-14%	-7%
MBNL1-CUG inh	u	4%	6%	1%	x	-4%	-8%	-3%
uPA surface inh	-3%	-4%	0%	3%	7%	19%	12%	-9%
ELG1 genotoxic	-1%	0.82µM*	3%	-1%	1%	-4%	-15%	2%
NPC1 prom act	-2%	3.5µM*	-3%	-4%	1%	-4%	-4%	2%
BRCA1 expr act	9%	10%	-2%	-2%	1%	15%	2%	-2%
FLuc counter	-15%	1.9µM*	-1%	-1%	-1%	-10%	-2%	-1%
VP16 counter	10µM*	u	3%	-1%	x	u	-3%	1%

Compound profiles, from the list above.
Cc1ccccc1C(=O)Nc1cccc(NC(=S)NC(=O)c2cccs2)c1 across the screens: MLL CXXC-DNA inh = -5%; p53 reactivation = 3%; RORg inh = u; Rab9 prom act = 0%; MBNL1-CUG inh = -4%; uPA surface inh = 19%; ELG1 genotoxic = -4%; NPC1 prom act = -4%; BRCA1 expr act = 15%; FLuc counter = -10%; VP16 counter = u
O=C(c1cccs1)N1CCCC(c2nc3c(nnn3Cc3ccccc3)c(=O)[nH]2)C1 (configuration not stated) across the screens: MLL CXXC-DNA inh = 25%; p53 reactivation = -4%; RORg inh = 10%; Rab9 prom act = -5%; MBNL1-CUG inh = 1%; uPA surface inh = 3%; ELG1 genotoxic = -1%; NPC1 prom act = -4%; BRCA1 expr act = -2%; FLuc counter = -1%; VP16 counter = -1%

Further records.
33. CCOC(=O)C1CCN(Cc2ccc(Cl)c(Cl)c2)CC1
34. CCCCc1cc(=O)oc2cc(OCc3nn[nH]n3)ccc12
35. CC(=O)c1ccc(S(=O)(=O)Nc2ccc(N3CCOCC3)cc2)cc1
36. O=C(NC1CCS(=O)(=O)C1)c1cccc(Br)c1 (configuration not stated)
37. Cc1ccc(S(=O)(=O)N2CCOCC2)cc1C(=O)NCc1ccco1

screen / no.	33	34	35	36	37
MLL CXXC-DNA inh	6%	-3%	14%	x	-3%
p53 reactivation	-4%	8%	-4%	1%	u
RORg inh	8%	3%	3%	x	21%
Rab9 prom act	0%	-8%	-1%	-2%	5%
MBNL1-CUG inh	-4%	5%	2%	x	-11%
uPA surface inh	13%	-4%	4%	3%	8%
ELG1 genotoxic	0%	-1%	-1%	3%	1%
NPC1 prom act	-5%	-4%	-3%	1%	-3%
BRCA1 expr act	27%	0%	-14%	4%	5%
FLuc counter	1%	u	4%	4%	0%
VP16 counter	-8%	2%	-2%	x	1%
